Rin1 Abl inh: inhibitors of human Rin1-Abl protein interaction; 360,000 tested, 0.4% active; P00519+Q13671; TR-FRET Rin1/Abl binding, biochemical; inhibition, % at 7.35 µM; AID 588664; in the data active = inhibition above about 5%, passing the limit was not always enough
Rpn11 block: inhibitors of human proteasome Rpn11 | O00487 | human 26S proteasome, Ub4-pepOG fluorescence polarization; 20S core pre-blocked with epoxomicin | calls only at 20 µM | 360,000 tested, 0.59% active;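 active = inhibition at 20 µM, scaled to each plate's controls, above about 33%, limit read from the data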
Target sequence (O00487 whole entry, looked up): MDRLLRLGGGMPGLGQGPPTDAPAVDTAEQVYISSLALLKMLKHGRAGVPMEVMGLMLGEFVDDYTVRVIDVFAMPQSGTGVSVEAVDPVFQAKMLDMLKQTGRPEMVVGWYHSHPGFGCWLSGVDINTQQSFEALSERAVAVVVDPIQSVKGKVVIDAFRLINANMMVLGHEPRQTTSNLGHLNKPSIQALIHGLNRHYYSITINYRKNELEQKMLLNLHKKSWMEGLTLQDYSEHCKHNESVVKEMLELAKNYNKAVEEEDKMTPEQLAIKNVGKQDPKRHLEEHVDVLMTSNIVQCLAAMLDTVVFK
CSN deneddyl inh: CSN deneddylation inhibition; Purified CSN, SCF-Nedd8-OG deneddylation, fluorescence polarization; AID 651999; inhibition, % at 12.5 µM; 360,000 tested, 0.38% active; Q92905;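 active = pattern-corrected inhibition above about 35%, with an unprinted fluorescence ratio check between 0.5 and 1.5, limit read from the data, passing the limit was not always enough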;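 note: 0% = enzyme with substrate and 100% = substrate without enzyme; some results filed as inactive read as strong as hits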
Target sequence (Q92905 whole entry, looked up, one chain of several): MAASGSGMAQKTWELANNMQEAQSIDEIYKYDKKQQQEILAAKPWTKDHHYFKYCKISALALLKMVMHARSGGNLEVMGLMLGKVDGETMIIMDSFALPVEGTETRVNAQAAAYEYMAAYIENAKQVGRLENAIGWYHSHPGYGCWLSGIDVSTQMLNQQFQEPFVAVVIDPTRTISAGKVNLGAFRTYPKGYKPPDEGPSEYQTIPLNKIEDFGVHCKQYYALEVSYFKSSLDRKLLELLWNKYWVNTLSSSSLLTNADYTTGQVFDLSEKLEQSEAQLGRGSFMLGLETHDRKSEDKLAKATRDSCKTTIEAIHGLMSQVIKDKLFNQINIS
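Assay system: Purified human Csn5 enzyme expressed in HEK293T cells | Amount: Enzyme 0.24 nM | Measured by: Fluorescence polarization readout | Medium: Tris/NaCl/DTT buffer, pH 7.5 | Compound dosing: One concentration, 12.5 µM, 0.25% DMSO | Times: 90 min incubation of compound, enzyme and substrate at room temperature | Control set: no-enzyme wells high, enzyme-with-substrate wells low | Read-out: % inhibition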
eLon inh: E. coli protease La inhibition; inhibition, % at 7.94 µM; P0A9M0; purified E. coli Lon protease, fluorescence polarization; AID 602123; 360,000 tested, 0.42% active; in the data active = inhibition above about 13%, passing the limit was not always enough;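 note: 0% = enzyme with probe and DMSO and 100% = no enzyme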
MLLE-PAM2 inh: blocks PAM2 peptide binding to the PABP1 MLLE domain; P11940; inhibition, % at 20 µM; 360,000 tested, 0.36% active; GST-MLLE / FITC-PAM2 fluorescence polarization; AID 588489; in the data active = inhibition above about 35%, passing the limit was not always enough;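 note: plate controls were DMSO wells with GST-MLLE for no effect and wells lacking GST-MLLE protein for full effect; some results filed as inactive read as strong as hits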
MsrA act: activates bovine MsrA enzyme. purified bovine MsrA, absorbance read-out. activation, % at 10.6 µM. 360,000 tested, 0.3% active. AID 602163; in the data active = activation above about 7.5%;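 note: 0% = vehicle and 100% = reference activator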
FAS TE block: blocks the thioesterase domain of human fatty acid synthase | P49327 | recombinant FAS-TE, OMFH fluorogenic substrate, fluorescence endpoint | inhibition, % at 15 µM | 360,000 tested, 0.67% active;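 active = compounds whose normalised, plate-corrected inhibition of enzyme fluorescence in the single-dose primary screen is 50% or more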;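 note: 0% = DMSO with enzyme and 100% = substrate without enzyme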
MsrA inh: inhibitors of bovine MsrA; purified bovine MsrA, absorbance read-out; inhibition, % at 15.5 µM; 360,000 tested, 0.75% active; in the data active = inhibition above about 4.5%;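 note: 0% = vehicle wells with enzyme and 100% = reference inhibitor wells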
MT1-MMP act inh: inhibitors of human MT1-MMP activation | P50281 | HT1080 RFP-PRO-GFP cells, GFP/RFP ratio fluorescence, overnight; percent of plate control window, DMSO zero | GFP/RFP ratio change, % at 20 µM | 360,000 tested, 0.061% active | AID 651647;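 active = GFP/RFP ratio change of at least 30% with cell ATP level not reduced by more than half and red fluorescence within 50% of control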; note: strong numbers were not always called active
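Compound: 20 µM single dose, 1% DMSO / System: HT1080 RFP-PRO-GFP cells / Controls: DMSO and RFP-L50D-GFP cell wells / Read-out basis: GFP/RFP fluorescence ratio / Schedule: overnight compound exposure at 37 °C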
Numbers without * were called inactive; i = inactive; nt = not tested or not shown; + = active, no number.

Value order: Rin1 Abl inh, Rpn11 block, CSN deneddyl inh, eLon inh, MLLE-PAM2 inh, MsrA act, FAS TE block, MsrA inh, MT1-MMP act inh
> Cc1nn(-c2ccccc2)c(C)c1NC(=O)COc1ccc([N+](=O)[O-])cc1
→ -2, i, -1, 0, 9, -4, 4, 1.7, 1
> O=C(/C=C/c1ccccc1)NCC(=O)N/N=C/c1ccccc1[N+](=O)[O-]
→ 0, i, 2, 5, 2, -9, 11, 0.7, 11
> CC(C)C(=O)N1CCC2(CC1)Oc1ccc(Cl)cc1C(=O)C21CC(c2ccc(Cl)cc2)=NO1 (configuration not stated)
→ 1, i, 0, -1, 9, -2, 50*, -0.3, -10
> COc1cccc(C(=O)CN2C(=O)C(C)(C)Oc3ccc(C(=O)N4CCCCCC4)cc32)c1
→ -1, +, 0, 5, 6, -3, 5, 0.3, 0
> CCCC(C)(C)C(=O)N1CCC1(C)C(=O)NS(=O)(=O)c1ccccc1Cl (configuration not stated)
→ 2, i, -2, 4, 4, -1, -6, -0.9, 1
> Cc1cc(NC(=O)c2cccc(Oc3ccccc3)c2)n[nH]1
→ 2, i, -4, 1, 5, -1, 2, 0.1, 5
> O=C1CCC(C(=O)OCC(=O)Nc2ccccc2Br)=NN1
→ 1, i, -3, -5, 18, -1, -6, 0.8, 8
> CCc1ccc(OC)c(S(=O)(=O)NCc2cccs2)c1
→ -1, i, 0, 9, 2, -12, -4, -0.9, 0
> O=C(/C=C/c1cccs1)NCc1ccc2c(c1)OCO2
→ -4, i, -3, 1, -20, 5, 2, 1.6, 5
> Cc1ccc(C(=O)NCCCN2CCOCC2)cc1S(=O)(=O)N1CCOCC1
→ 6, i, -4, 1, -1, -4, -3, 0.9, -4
> O=C(O)C1CCCN1c1nc(C(F)(F)F)nc2ccccc12 (configuration not stated)
→ 2, i, -1, -1, -9, -3, -2, 2.2, -2
> COc1ccc(OC)c(-n2c(-c3ccccc3)n[nH]c2=S)c1
→ 2, i, -7, -1, -9, -1, -7, 1.4, 2
> O=C(CCNS(=O)(=O)c1cccc2nsnc12)N1CCN(c2ccccn2)CC1
→ -2, i, -1, 1, 10, -4, -4, nt, -4
> Cc1ccccc1NC(=S)Nc1ccc2[nH]c(=O)[nH]c2c1
→ -1, i, 6, -4, 25, -4, -6, -0.1, 5
> CCc1ccc2nc(N)sc2c1
→ 1, i, -2, -7, -5, -5, -10, 1.8, 1
> COc1cc2[nH]c(=O)n(Cc3ccc(C(=O)NC4CCCC4)cc3)c(=O)c2cc1OC
→ 0, i, 2, -4, -1, -9, 8, 0.6, -5
> C=CCOc1cccc(CNCc2cccnc2)c1
→ 3, i, -1, 0, 8, -13, -4, 1.1, -2
> CC(C)(C)c1ccc(S(=O)(=O)N2CCC(N3CCCCC3)CC2)cc1
→ 0, i, 3, 11, 5, -2, -2, -0.5, 2
> CCc1sc(C(=O)Nc2ncccc2C)cc1C
→ -2, i, 0, -16, 6, -3, -6, -0.2, 0
> CCCCCCSc1ccc(-c2nc3ccc(Cl)cn3c2NCc2ccccc2)cc1
→ -4, i, 3, -9, -9, 0, 25, -0.7, -2
> COc1ccccc1N1CCN(CCC(=O)Nc2cccc(F)c2)CC1
→ -3, i, -1, -2, 0, -1, -9, -1.5, 0
> O=C(NCc1nnc2c(C(F)(F)F)cc(Cl)cn12)c1ccc(Br)o1
→ 1, i, 3, -2, -16, -5, 12, -0.9, 2
> O=C1C=C(O)CC(c2ccco2)C1 (configuration not stated)
→ -1, i, 15, 1, -1, -5, -1, 0.8, -4
> COc1ccc(NC(=O)C(Cl)=C(Cl)Cl)cn1
→ -1, i, -4, -5, 4, 0, -4, -0.6, 0
> CCCOc1ccc(N2C(=O)CC(N3CCCC(C(=O)N4CCCC4)C3)C2=O)cc1 (configuration not stated)
→ 2, i, 8, -15, 3, -3, -10, 0.3, 0
> Nc1nc(CSc2nc3ccccc3[nH]2)cs1
→ 0, i, 3, -8, 1, -13, -8, 0.6, -5
> CCOC(=O)C1(c2csc(N)n2)COC(=O)C1 (configuration not stated)
→ 3, i, -1, -2, 17, -10, -7, 0.2, -2
> O=C(OCN1C(=O)c2ccccc2C1=O)c1cccnc1SC(F)F
→ -4, i, 2, 1, 9, 1, 16, 1.3, 1
> Cc1cc(C)c(S(=O)(=O)Nc2cccc(-n3cnnn3)c2)c(C)c1
→ 4, i, -3, -4, 0, 0, 18, 0.4, 3
> Cc1cc(C)c2c(NC(=S)Nc3ccccc3)n[nH]c2n1
→ -7, i, 4, 4, 31, -2, -2, -0.7, 3
> CNC(=O)CSc1nnc(-c2cccnc2)n1CCc1ccccc1
→ 2, i, -2, -1, -26, -3, -8, -0.2, -5
> CCc1cc2c(=O)c(-c3ccc4c(c3)OCCO4)c(C)oc2cc1OS(C)(=O)=O
→ -4, i, -16, 0, 1, -3, 21, 0.3, 4
> CCOC(=O)c1c(C)[nH]c(C)c1S(=O)(=O)N1CCN(c2ccc(F)cc2)CC1
→ 2, i, 3, -3, 0, -2, 2, 1.6, 5
> Cc1ccccc1-c1cnc(C(O)c2ccc(Cl)c(F)c2)[nH]1 (configuration not stated)
→ -5, i, 2, 0, 0, 3, 17, -0.1, 2
> Clc1cccc(CNc2ccn3nc(-c4cccs4)cc3n2)c1
→ 2, i, 4, -5, -3, -4, 17, 2.1, 4
> O=C(CSCc1ccccc1Cl)NNC(=S)Nc1ccccc1
→ 6, i, -2, 5, 32, -4, -5, 1.4, 8
> O=C(NCc1nnc2c(C(F)(F)F)cc(Cl)cn12)c1ccco1
→ 3, i, 0, -4, -5, -2, 4, 0.2, 3
> CCCCn1c(=O)c(CCC(=O)O)nc2ccccc21
→ -1, i, 0, -1, 8, 5, -7, 3.2, 1
> CS(=O)(=O)c1ccc(NCCN2CCOCC2)c([N+](=O)[O-])c1
→ -1, i, 0, 8, 6, -1, -1, -0.2, -1
> CCc1nc2c(OCCC3CCCCC3)cccn2c1N(C)C(=O)C1CC1
→ 0, i, 1, -6, -5, -4, 4, nt, -10

Complete entries from above. Screens in order: Rin1 Abl inh | Rpn11 block | CSN deneddyl inh | eLon inh | MLLE-PAM2 inh | MsrA act | FAS TE block | MsrA inh | MT1-MMP act inh
`COc1ccc(NC(=O)C(Cl)=C(Cl)Cl)cn1` reads -1 | i | -4 | -5 | 4 | 0 | -4 | -0.6 | 0
`CCCCn1c(=O)c(CCC(=O)O)nc2ccccc21` reads -1 | i | 0 | -1 | 8 | 5 | -7 | 3.2 | 1
`COc1ccccc1N1CCN(CCC(=O)Nc2cccc(F)c2)CC1` reads -3 | i | -1 | -2 | 0 | -1 | -9 | -1.5 | 0
`Clc1cccc(CNc2ccn3nc(-c4cccs4)cc3n2)c1` reads 2 | i | 4 | -5 | -3 | -4 | 17 | 2.1 | 4
`O=C(OCN1C(=O)c2ccccc2C1=O)c1cccnc1SC(F)F` reads -4 | i | 2 | 1 | 9 | 1 | 16 | 1.3 | 1

Returning to the listing, repeating the two entries before the break.
Value order: Rin1 Abl inh, Rpn11 block, CSN deneddyl inh, eLon inh, MLLE-PAM2 inh, MsrA act, FAS TE block, MsrA inh, MT1-MMP act inh
> CS(=O)(=O)c1ccc(NCCN2CCOCC2)c([N+](=O)[O-])c1
→ -1, i, 0, 8, 6, -1, -1, -0.2, -1
> CCc1nc2c(OCCC3CCCCC3)cccn2c1N(C)C(=O)C1CC1
→ 0, i, 1, -6, -5, -4, 4, nt, -10
> O=C1/C(=C/c2cccnc2)SC(=S)N1N1CCOCC1
→ 2, i, 1, -1, 30, 0, -10, -0.9, 1
> Fc1ccc(C2C3=C(Nc4ncnn42)c2ccccc2OC3c2ccncc2)cc1 (configuration not stated)
→ -2, i, 0, -4, -8, -5, 6, 0.3, -42
> Cc1ccc2cc(CCNC(=O)c3ccco3)c(=O)[nH]c2c1
→ -1, i, -6, 3, -1, 0, -8, 1.5, -5
> CC(C)(C)NC(=O)c1ccc(Sc2ccccc2)c([N+](=O)[O-])c1
→ -1, i, -3, 6, 3, -4, 12, 0.9, 2
> O=C(NCC(=O)N(c1cccnc1)C(C(=O)NC1CCCC1)c1cccs1)c1ccco1 (configuration not stated)
→ 5, i, -4, 1, -8, 7, 2, 0.0, 1
> Cc1cccc(CN2CCN(C(=O)CCc3nnc(C4CCCCC4)o3)CC2)c1
→ 3, i, 1, 0, 1, 0, -6, -0.4, 5
> CN(C)C(=O)CN1C(=O)NC(c2ccccc2)(c2ccccc2)C1=O
→ 2, i, 0, 10, -3, 0, -6, 1.1, -4
> CCc1nc2ccc(C(=O)NCCOc3ccc(OC)cc3)cn2c1N(C)C(=O)C1CCCCC1
→ 0, i, 1, -2, 2, 0, -1, -0.2, -16
> Cc1ccc(S(=O)(=O)NCCC(=O)Nc2nnc(C3CC3)s2)cc1C
→ 0, i, 1, -6, -5, 2, -1, -1.4, -8
> COc1ccc(NC(=O)c2ccc(S(=O)(=O)N3CCCCC3)cc2)c(OC)c1
→ 2, i, 0, 10, -11, 0, 6, 0.9, 0
> O=C(NCc1cccnc1)Nc1ccc(Cl)cc1Cl
→ 2, i, -3, -10, -5, -7, -3, -0.6, 1
> CC1=C(C(=O)Nc2ccccc2)C(c2ccc(C)o2)n2c(s/c(=C/c3ccccc3)c2=O)=N1 (configuration not stated)
→ -4, i, 6, 1, -6, -1, 33, -0.4, -11
> O=C(c1cccs1)N(Cc1cc2ccccc2[nH]c1=O)c1ccccc1
→ -1, i, 0, 1, -7, -4, 1, 0.9, -12
> CCn1c(C)cc(/C=C2\NC(=O)N(CC(=O)Nc3ccc(F)cc3)C2=O)c1C
→ -4, i, -3, 1, -128, 0, -6, -0.3, -9
> CCC(CO)Nc1ccn2nc(-c3cccs3)cc2n1 (configuration not stated)
→ 0, i, -7, -5, -3, 0, -6, -0.6, -2

Screens as filed in PubChem.
